GPR151 ag = activates the human receptor GPR151; activation, % at 11.2 µM; Q8TDV0; PathHunter beta-arrestin GPR151 cells, luminescence; hit rate 1% among 650,000; in the data active = activation above about 4.9%;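 note: 0% = median of compound wells and 100% = cells with positive control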
Target sequence (Q8TDV0 whole entry, looked up): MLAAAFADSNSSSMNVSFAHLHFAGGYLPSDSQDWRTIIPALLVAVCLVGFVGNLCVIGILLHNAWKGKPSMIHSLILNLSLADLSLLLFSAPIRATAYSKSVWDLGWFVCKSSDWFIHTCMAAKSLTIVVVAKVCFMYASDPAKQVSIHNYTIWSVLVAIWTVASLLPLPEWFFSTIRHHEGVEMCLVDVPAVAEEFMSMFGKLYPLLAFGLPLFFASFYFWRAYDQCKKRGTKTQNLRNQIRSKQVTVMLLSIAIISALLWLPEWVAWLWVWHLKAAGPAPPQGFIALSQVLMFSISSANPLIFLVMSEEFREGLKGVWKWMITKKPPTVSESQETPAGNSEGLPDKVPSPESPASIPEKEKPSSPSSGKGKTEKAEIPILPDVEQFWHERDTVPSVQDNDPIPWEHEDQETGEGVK
MITF primary = inhibitors of human MITF. O75030. AlphaScreen MITF homodimerization, bead proximity signal. inhibition, % at 2.6 µM. hit rate 0.91% among 650,000. AID 1259374; in the data active = inhibition above about 50%;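 note: 0% = vehicle wells with protein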
Target sequence (O75030 whole entry, looked up): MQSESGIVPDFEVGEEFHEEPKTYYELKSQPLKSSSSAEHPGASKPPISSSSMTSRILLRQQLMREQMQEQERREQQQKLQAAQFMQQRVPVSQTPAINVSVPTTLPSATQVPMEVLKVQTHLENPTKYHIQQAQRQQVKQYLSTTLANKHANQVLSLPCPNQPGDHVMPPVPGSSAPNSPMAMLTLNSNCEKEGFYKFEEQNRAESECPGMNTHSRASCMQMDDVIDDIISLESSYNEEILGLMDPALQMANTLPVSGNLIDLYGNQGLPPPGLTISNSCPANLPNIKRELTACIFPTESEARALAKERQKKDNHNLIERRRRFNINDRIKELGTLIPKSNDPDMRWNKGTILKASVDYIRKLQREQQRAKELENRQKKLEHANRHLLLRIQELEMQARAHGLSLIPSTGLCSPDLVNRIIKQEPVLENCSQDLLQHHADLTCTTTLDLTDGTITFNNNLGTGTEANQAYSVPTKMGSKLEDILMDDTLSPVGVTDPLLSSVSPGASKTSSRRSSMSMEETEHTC
FBW7 activator = human FBW7 E3 ligase activation, primary screen | Q969H0 | AlphaScreen FBW7–phospho-cyclin E peptide binding, activator screen | normalized activity (activation), % at 26.1 µM | hit rate 0.13% among 650,000; in the data active = normalized activity above about 1.9%;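 note: purified mutant Fbw7 with reduced substrate affinity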
TEAD-YAP block = TEAD-YAP interaction inhibition; HEK-TIYL cells, TEAD-Gal4/YAP UAS-luciferase luminescence; inhibition, % at 9.12 µM; hit rate 1.4% among 640,000; in the data active = inhibition above about 32%;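 note: 0% = median of test compound wells and 100% = reference inhibitor wells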
Numbers without * were called inactive; & = joins results of further samples.

A first look (eight entries):
What do the screens show for `Cn1nccc1Nc1nc(NCc2ccccc2)c2ncn(CCN3CCCC3=O)c2n1`?
GPR151 ag: -3.0; MITF primary: 15; FBW7 activator: 0.3; TEAD-YAP block: -5

How did CCCC(=O)Nc1ccc(S(=O)(=O)Nc2ccc(F)cc2)cc1 do in these assays?
GPR151 ag: 0.4; MITF primary: -8; FBW7 activator: -0.2; TEAD-YAP block: -10

How did Cc1cc(C)c2c(-n3cccc3)c(C(=O)NCCN3CCN(C)CC3)sc2n1 do in these assays?
GPR151 ag: 0.2; MITF primary: 9; FBW7 activator: 0.0; TEAD-YAP block: -1

What do the screens show for `COC(=O)c1ccc(NC(=O)c2ccccc2NS(=O)(=O)c2ccccc2)cc1`?
GPR151 ag: 1.7; MITF primary: 1; FBW7 activator: -0.1; TEAD-YAP block: 3

Results for CCCCOc1ccc(C(=O)NCCc2csc(C)n2)cc1 ?
GPR151 ag: -0.4; MITF primary: 6; FBW7 activator: 0.2; TEAD-YAP block: -16

How did CS(=O)(=O)N(CC(=O)NCc1ccccc1)c1ccc(Cl)cc1 do in these assays?
GPR151 ag: -0.8; MITF primary: 12; FBW7 activator: 0.1; TEAD-YAP block: 1

How did CC(=O)Nc1nc2nc(C)cc(=O)n2[nH]1 do in these assays?
GPR151 ag: 0.8; MITF primary: -8; FBW7 activator: -0.2; TEAD-YAP block: 0

Results for CCOC(=O)CCSc1ncnc2sc3c(c12)CCC3 ?
GPR151 ag: -0.2; MITF primary: 17; FBW7 activator: 0.1; TEAD-YAP block: -3

The whole of this part, from the first entry:
What do the screens show for `Cn1nccc1Nc1nc(NCc2ccccc2)c2ncn(CCN3CCCC3=O)c2n1`?
GPR151 ag: -3.0; MITF primary: 15; FBW7 activator: 0.3; TEAD-YAP block: -5

How did CCCC(=O)Nc1ccc(S(=O)(=O)Nc2ccc(F)cc2)cc1 do in these assays?
GPR151 ag: 0.4; MITF primary: -8; FBW7 activator: -0.2; TEAD-YAP block: -10

How did Cc1cc(C)c2c(-n3cccc3)c(C(=O)NCCN3CCN(C)CC3)sc2n1 do in these assays?
GPR151 ag: 0.2; MITF primary: 9; FBW7 activator: 0.0; TEAD-YAP block: -1

What do the screens show for `COC(=O)c1ccc(NC(=O)c2ccccc2NS(=O)(=O)c2ccccc2)cc1`?
GPR151 ag: 1.7; MITF primary: 1; FBW7 activator: -0.1; TEAD-YAP block: 3

Results for CCCCOc1ccc(C(=O)NCCc2csc(C)n2)cc1 ?
GPR151 ag: -0.4; MITF primary: 6; FBW7 activator: 0.2; TEAD-YAP block: -16

How did CS(=O)(=O)N(CC(=O)NCc1ccccc1)c1ccc(Cl)cc1 do in these assays?
GPR151 ag: -0.8; MITF primary: 12; FBW7 activator: 0.1; TEAD-YAP block: 1

How did CC(=O)Nc1nc2nc(C)cc(=O)n2[nH]1 do in these assays?
GPR151 ag: 0.8; MITF primary: -8; FBW7 activator: -0.2; TEAD-YAP block: 0

Results for CCOC(=O)CCSc1ncnc2sc3c(c12)CCC3 ?
GPR151 ag: -0.2; MITF primary: 17; FBW7 activator: 0.1; TEAD-YAP block: -3

What do the screens show for `O=C1CN(C(=O)COC(=O)CCCOc2ccccc2)c2ccccc2N1`?
GPR151 ag: 0.3; MITF primary: -3; FBW7 activator: 0.1; TEAD-YAP block: 0

Results for C#CCCCCCCCCCCCC(O)CC(O)COC(C)=O (stereo not given) ?
GPR151 ag: 0.2; MITF primary: 10; FBW7 activator: 0.1; TEAD-YAP block: 7

How did NC(=O)c1ccc(-c2cccc(C(=O)NC3CCN(Cc4ccccc4)CC3)c2)cc1 do in these assays?
GPR151 ag: 2.4; MITF primary: -9; FBW7 activator: 0.0; TEAD-YAP block: -11

Results for CC(C)CNc1nccn2c(-c3ccc(CO)cc3)cnc12 ?
GPR151 ag: -1.0; MITF primary: -10; FBW7 activator: 0.1; TEAD-YAP block: -75

Results for N#C/C(=C\c1cccn1-c1ccc([N+](=O)[O-])cc1)c1nn(CCO)c(N)c1C#N ?
GPR151 ag: -0.8; MITF primary: 9; FBW7 activator: 0.1; TEAD-YAP block: 15

How did CCOC(=O)Nc1ccc(I)cc1 do in these assays?
GPR151 ag: 0.8; MITF primary: 1; FBW7 activator: 0.2; TEAD-YAP block: -38

How did O=C(Nc1cc(C(F)(F)F)ccc1OCC(F)(F)F)c1ccccc1Oc1ccc(C(F)(F)F)cc1[N+](=O)[O-] do in these assays?
GPR151 ag: 2.3; MITF primary: 6; FBW7 activator: 0.2; TEAD-YAP block: 5

How did O=C(Cn1cnc2ccccc2c1=O)NCCC(=O)Nc1cccc(C(F)(F)F)c1 do in these assays?
GPR151 ag: 1.9; MITF primary: 6; FBW7 activator: 0.9; TEAD-YAP block: 3

How did O=C(CCCc1ccccc1)Nc1cccc(N2CCC(NCc3cccnc3)CC2)c1 do in these assays?
GPR151 ag: -0.6; MITF primary: 17; FBW7 activator: 0.5; TEAD-YAP block: 8

Results for CCCCNC(=O)/C(=C/c1ccc(-c2ccc(Br)cc2)o1)NC(=O)c1ccccc1 ?
GPR151 ag: 0.3; MITF primary: 2; FBW7 activator: 0.0; TEAD-YAP block: -1

What do the screens show for `COc1ccc(NC(=O)C(=O)NCCN2CCN(C(=O)c3c(F)cccc3F)CC2)cc1`?
GPR151 ag: 5.8*; MITF primary: 11; FBW7 activator: 0.4; TEAD-YAP block: 4

What do the screens show for `CC12CCC(C(=O)Nc3cccc([N+](=O)[O-])c3)(CC1=O)C2(C)C` (stereo not given)?
GPR151 ag: 0.4; MITF primary: 8; FBW7 activator: 0.3; TEAD-YAP block: 6

Results for CCOC(=O)c1c(NC(=O)c2nn3c(c2Br)NC(c2ccco2)CC3C(F)(F)F)sc2c1CCCC2 (stereo not given) ?
GPR151 ag: 0.6; MITF primary: 1; FBW7 activator: -0.1; TEAD-YAP block: -1

What do the screens show for `S=c1[nH]c2cc3c(cc2c2nc4ccccc4n12)OCO3`?
GPR151 ag: 0.1; MITF primary: 8; FBW7 activator: 0.4; TEAD-YAP block: 0

Results for COC(=O)c1cc(S(=O)(=O)N(C)C2CCCCC2)cn1C ?
GPR151 ag: -0.5; MITF primary: -5; FBW7 activator: -0.1; TEAD-YAP block: -1

How did COc1cccc(CC2(C3CCN(Cc4ccccc4O)CC3)NC(=O)N(C)C2=O)c1 (stereo not given) do in these assays?
GPR151 ag: -1.3; MITF primary: 9; FBW7 activator: 0.1; TEAD-YAP block: 2

Results for NC(=O)c1cncc(-c2cc(F)c3c(c2)CC(CNC(=O)C2COc4ccccc4O2)O3)c1 (stereo not given) ?
GPR151 ag: 3.2; MITF primary: 0; FBW7 activator: 0.0; TEAD-YAP block: -7

Results for Cc1cccc(C)c1NC(=O)CSc1nc2ccc(NC(=O)c3ccccc3F)cc2s1 ?
GPR151 ag: 0.0; MITF primary: 14; FBW7 activator: 0.2; TEAD-YAP block: -5

Results for c1csc(CNc2c(-c3cccs3)nc3cnccn23)c1 ?
GPR151 ag: -1.0; MITF primary: -1; FBW7 activator: -0.1; TEAD-YAP block: -20

What do the screens show for `COc1cccc2cc(C(=O)N3CCN=C3c3ccccc3)c(=O)oc12`?
GPR151 ag: -1.1; MITF primary: -6; FBW7 activator: 0.0; TEAD-YAP block: -4

Results for COC(=O)COc1ccc(/C=C(/C#N)C(=O)Nc2ccccc2)cc1 ?
GPR151 ag: -1.6; MITF primary: 16; FBW7 activator: 0.8; TEAD-YAP block: -7

Results for Cc1cc(N2CCN(c3ncccn3)CC2)nc2ccc(NC(=O)c3ccncc3)cc12 ?
GPR151 ag: 1.1; MITF primary: 6; FBW7 activator: 0.1; TEAD-YAP block: 48*

How did c1ccc(-c2csc3nc(-c4cccnc4)nc(N4CCOCC4)c23)cc1 do in these assays?
GPR151 ag: -0.8; MITF primary: 0; FBW7 activator: -0.2; TEAD-YAP block: -19

Results for COc1ccc(C(=O)COC(=O)CCC(=O)Nc2cccc(Cl)c2)cc1 ?
GPR151 ag: -0.5; MITF primary: 4; FBW7 activator: 0.1; TEAD-YAP block: -5

How did COCCNC(C)C(=O)Nc1ccc(Br)cc1 (stereo not given) do in these assays?
GPR151 ag: 0.8; MITF primary: 10; FBW7 activator: -0.1; TEAD-YAP block: -6

What do the screens show for `CC1=C(C(=O)OCc2ccccc2)C(c2cccc(Cl)c2)C2=C(CC(C)(C)CC2=O)N1` (stereo not given)?
GPR151 ag: 1.9; MITF primary: -17; FBW7 activator: 0.2; TEAD-YAP block: -9

How did O=C(CCCn1c(SCc2c(F)cccc2Cl)nc2ccsc2c1=O)NCc1ccc2c(c1)OCO2 do in these assays?
GPR151 ag: 0.3; MITF primary: 0; FBW7 activator: 0.1; TEAD-YAP block: 10

What do the screens show for `COCC(=O)NC(CC(C)C)c1nnc2n1CCN(Cc1cccc(C)n1)CC2` (stereo not given)?
GPR151 ag: 0.5; MITF primary: 14; FBW7 activator: 0.0; TEAD-YAP block: 5

Results for CCOC(=O)Oc1ccc2c(=O)c(Oc3ccc(C(C)(C)C)cc3)coc2c1 ?
GPR151 ag: -1.7; MITF primary: -14; FBW7 activator: 0.1; TEAD-YAP block: 17

Results for CCCc1nnc2n1N=C(c1ccc(Cl)cc1)CS2 ?
GPR151 ag: 0.5; MITF primary: 0; FBW7 activator: 0.0; TEAD-YAP block: 8

Results for COc1ccc(CCNC(=O)CCCCCn2c(SCC(=O)c3ccc(Cl)cc3)nc3cc4c(cc3c2=O)OCO4)cc1OC ?
GPR151 ag: 0.9; MITF primary: 4; FBW7 activator: 0.1; TEAD-YAP block: 3

What do the screens show for `O=C(Nc1ccc(Cl)c(Cl)c1)c1nn2c(c1Br)NC(c1ccccc1)CC2C(F)(F)F` (stereo not given)?
GPR151 ag: 0.3; MITF primary: 7; FBW7 activator: 0.0; TEAD-YAP block: -10

What do the screens show for `C=C(C)[C@@H]1CC=C(CN2CCc3nnc(CCNC(=O)c4ccc(OC)cc4)n3CC2)CC1`?
GPR151 ag: 0.3; MITF primary: 0; FBW7 activator: -0.1; TEAD-YAP block: 8

What do the screens show for `CCCCOc1ccc(-c2nc3s/c(=C\c4ccco4)c(=O)n3n2)cc1`?
GPR151 ag: -0.3; MITF primary: 12; FBW7 activator: 0.1; TEAD-YAP block: -7

Results for Cc1nnsc1C(=O)N1CCC[C@@H]2CN(CCCc3ccccc3)CC[C@@H]21 ?
GPR151 ag: 0.1; MITF primary: -6; FBW7 activator: -0.1; TEAD-YAP block: -5

What do the screens show for `CCOc1ccccc1N1C(=O)NC2CC1(C)Oc1ccc([N+](=O)[O-])cc12` (stereo not given)?
GPR151 ag: 0.0; MITF primary: 7; FBW7 activator: 0.0; TEAD-YAP block: 4

How did O=C(N[C@H]1C[C@H]2C(=O)N[C@H](CO)C(=O)N2C1)c1c(Cl)cccc1Cl do in these assays?
GPR151 ag: 1.2; MITF primary: 3; FBW7 activator: 0.7; TEAD-YAP block: 0

What do the screens show for `CC(C)CCNC(=O)c1ccccc1Br`?
GPR151 ag: -0.8; MITF primary: 21; FBW7 activator: 0.2; TEAD-YAP block: -14

Results for C=CCSc1nc2c(c(=O)[nH]1)C(c1ccc(F)cc1)C(C(=O)OC)=C(C)N2 (stereo not given) ?
GPR151 ag: 1.0; MITF primary: 1; FBW7 activator: 0.1; TEAD-YAP block: 13

How did O=C1NC(c2ccc(F)cc2)c2c(-c3ccccc3)n[nH]c21 (stereo not given) do in these assays?
GPR151 ag: -0.4; MITF primary: -7; FBW7 activator: -0.1; TEAD-YAP block: 6

What do the screens show for `O=C(O)c1cc(O)c2c(c1)[C@@H]([C@H]1c3cc(C(=O)O)cc(O)c3C(=O)c3c(O[C@H]4O[C@H](CO)[C@@H](O)[C@H](O)[C@H]4O)cccc31)c1cccc(O[C@H]3O[C@H](CO)[C@@H](O)[C@H](O)[C@H]3O)c1C2=O`?
GPR151 ag: -1.1&-2.3&-0.9; MITF primary: 121*; FBW7 activator: -0.6&-0.6&-0.5; TEAD-YAP block: 5&4&2

Results for Cc1csc2nc(-c3ccc(NC(=O)COc4ccccc4)cc3)cn12 ?
GPR151 ag: -0.9; MITF primary: 9; FBW7 activator: 0.2; TEAD-YAP block: 78*

How did Cc1ncc(CN2CCN(CCC(C)C)C(CCO)C2)s1 (stereo not given) do in these assays?
GPR151 ag: -0.6; MITF primary: -6; FBW7 activator: 0.0; TEAD-YAP block: 6

What do the screens show for `COc1ccc(C2CC(c3cccs3)=NN2C(=O)CSc2nnc(CNC(=O)c3ccccc3F)n2Cc2ccccc2)cc1` (stereo not given)?
GPR151 ag: 0.3; MITF primary: -5; FBW7 activator: -0.1; TEAD-YAP block: 1

What do the screens show for `CCOC(=O)C1=C(C)Nc2nnnn2C1c1ccc(N(C)C)cc1` (stereo not given)?
GPR151 ag: 0.2; MITF primary: -5; FBW7 activator: -0.2; TEAD-YAP block: -12

How did COc1cccc(N2C(=O)NC(=O)/C(=C/c3cc4c(cc3[N+](=O)[O-])OCO4)C2=O)c1 do in these assays?
GPR151 ag: -0.9; MITF primary: 14; FBW7 activator: 0.0; TEAD-YAP block: -1

Results for CC(C)(CC(=O)NCc1ccccc1Cl)CC1=NS(=O)(=O)c2ccccc2N1 ?
GPR151 ag: 4.0; MITF primary: 0; FBW7 activator: 0.1; TEAD-YAP block: 16

How did CC1(Cc2c[nH]c3ccccc23)OCCS1 (stereo not given) do in these assays?
GPR151 ag: -0.6; MITF primary: 3; FBW7 activator: -0.1; TEAD-YAP block: -6

How did CCNC(=O)N(CCCN1CCc2ccccc21)CCOC do in these assays?
GPR151 ag: 0.0; MITF primary: 8; FBW7 activator: -0.1; TEAD-YAP block: 8

High-throughput results: PubChem BioAssay, The Scripps Research Institute Molecular Screening Center
